High-throughput results deposited in PubChem by National Center for Advancing Translational Sciences (NCATS).
RORg inh – qHTS for inhibitors of ROR gamma transcriptional activity; Drosophila S2 Gal4-RORgamma UAS-luciferase reporter, 20 h; AID 2551, 2010; Potency, µM (titrated, usually from 53.6 µM), without a hit: at the highest dose activity change, negative = inhibition, usual class: inhibitors; actives 5.4% (n = 310,000); further: potency means the concentration at half of the fitted maximal effect; on the % scale 0 is the no-effect control and ±100 the full control effect; nearly all actives have a fitted effect of over 60% in size
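Stably transfected Drosophila Schneider cells are the test system, with ROR gamma fused to Gal4 and luciferase under UAS control; luminescence is read after 20 hr of 700 uM copper sulfate induction at ambient temperature.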
BRCA1 expr up – qHTS Assay to Identify Small Molecule Activators of BRCA1 Expression. MCF7-BRCA1-FFLuc reporter, luminescence, 48 h; response scale: scaled: vehicle 0%, 10 µM genistein 100%. Potency, µM (highest dose often 46.1 µM), for the others: at the top dose activation, most hits filed as activators. actives 1.1% (n = 380,000). AID 624202, 2012; further: potency means the concentration at half of the fitted maximal effect; nearly all actives have a fitted effect of over 80% in size; some results filed as inactive show a strong effect at the top dose
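48 h compound treatment of MCF7-BRCA1-FFLuc cells (phenol-red free MEM, 37 °C), then 15 min with luciferase substrate and luminescence imaging.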
p53 reactivation – qHTS assay for re-activators of p53 using a Luc reporter; H1299 p53-A138V BP100-luciferase reporter, luminescence, 24 h; Potency, µM (titrated, usually from 92.2 µM), inactives show at the highest dose activity change, positive = activation, hits mostly activators; actives 0.063% (n = 320,000); AID 504706, 2011; further: potency means the concentration at half of the fitted maximal effect; % of control where 0% means no effect; nearly all actives have a fitted effect of over 45% in size
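p53-null H1299 cells stably carrying temperature-sensitive p53-A138V and a BP100-luciferase reporter were pinned with compounds (4-point, 1:5 series) and held 24 hrs at 37 deg C. Luminescence was read 10 min after detection reagent.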
Menin-MLL TR inh – qHTS Assay for Inhibitors Targeting the Menin-MLL Interaction in MLL Related Leukemias: Competition With Texas Red Labeled MLL-derived Mutant Peptide | O00255 | actives 0.23% (n = 270,000) | AID 1768, 2009 | Potency, µM (titrated, usually from 61.6 µM), for the others: at the top dose FP activity change, negative = inhibition, hits mostly inhibitors | Menin + Texas Red MLL mutant peptide, fluorescence polarization; active means well fitted inhibition curve with a large enough effect in the polarisation, with a control signal flat, not every such curve was filed as active; inconclusive means small, poorly fitted or top-dose-only effect, or effect the other way, or a change in a side signal; inactive means no such curve, though single readings can be large or run the other way; the % refers to the polarisation; further: potency means the concentration at half of the fitted maximal effect; % of control where 0% means no effect; many of its hits are not listed in these tables
ELG1 genotox – qHTS screen for small molecules that induce genotoxicity in human embryonic kidney (HEK293T) cells expressing luciferase-tagged ELG1. HEK293T ELG1-luciferase reporter, luminescence, 16 h. Potency, µM (titrated, usually from 46 µM), without a hit: at the highest dose activity change, positive = activation, most hits filed as activators. actives 1.3% (n = 330,000); further: potency means the concentration at half of the fitted maximal effect; % of control where 0% means no effect; nearly all actives have a fitted effect of over 60% in size
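Step 1: seed 2,000 HEK293T ELG1-luciferase cells per well. Step 2: add compound or DMSO, incubate 16 hr at 37 °C. Step 3: ONE-Glo, 30 min at room temperature, read luminescence.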
Giardia kill – Small Molecules that selectively kill Giardia lamblia: qHTS; Giardia lamblia trophozoite viability; activity change, % at 7.66 µM, hits read low; actives 0.15% (n = 340,000); in the data active means activity change below about -80%; inconclusive means between about -30% and that limit;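 further: parasites exposed to compound for two days anaerobically before the ATP read; on the % scale 0 is the no-effect control and ±100 the full control effect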
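Trophozoites 100 cells/well + cpd; 48 hrs, 37 deg C, anaerobic. ATPLite 1-Step added, 15-30 min RT, luminescence read (ATP-based viability).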
Rab9 promoter act – qHTS Assay for Rab9 Promoter Activators; Huh7 Rab9 promoter-luciferase reporter, luminescence, 24 h; actives 2.8% (n = 320,000); Potency, µM (series often up to 9.22 µM), for the others: top-dose activation, negative = inhibition, actives largely listed as activators; AID 485297, 2010; further: potency means the concentration at half of the fitted maximal effect; % of control where 0% means no effect; nearly all actives have a fitted effect of over 60% in size
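Stable Rab9-luc Huh7, 1500 cells/well, 2 h settle; cmpd in DMSO, 24 h, 37 °C/5% CO2; luciferase reagent 10 min RT; luminescence.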
Gal4-VP16 FLuc – VP16 counterscreen qHTS for inhibitors of ROR gamma transcriptional activity; actives 3.5% (n = 310,000); AID 2546, 2010; Potency, µM (highest dose often 53.6 µM), for inactives: at the highest dose activity, negative = inhibition, usual class: inhibitors; Drosophila S2 Gal4-VP16 UAS-luciferase, luminescence, 20 h;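 further: Gal4-VP16 expression switched on by copper sulfate through the metallothionein promoter; potency means the concentration at half of the fitted maximal effect; on the % scale 0 is the no-effect control and ±100 the full control effect; nearly all actives have a fitted effect of over 50% in size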
NPC1 promoter act – qHTS Assay for NPC1 Promoter Activators. Huh7 NPC1 promoter luciferase reporter, 24 h. Potency, µM (doses to about 9.22 µM), for inactives: at the highest dose activation, most hits filed as activators. actives 2.4% (n = 320,000);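 further: potency means the concentration at half of the fitted maximal effect; % of control where 0% means no effect; nearly all actives have a fitted effect of over 60% in size; reporter is driven by a mutant NPC1 promoter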
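Quantitative HTS used a cell-based reporter: Huh7 cells stably bearing the NPC1 promoter upstream of luciferase were treated with compounds for 24 h, and promoter activation was read as luminescence.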
FLuc modulator – qHTS profiling assay for firefly luciferase inhibitor/activator using purifed enzyme and Km concentrations of substrates (counterscreen for miR-21 project); AID 588342, 2011; purified FLuc, Km substrates, luminescence inhibition; Potency, µM (top dose mostly 57.5 µM), for the others: at the top dose activity change, negative = inhibition, most hits filed as inhibitors; actives 6.9% (n = 360,000); Luciferin 4-monooxygenase (Photinus pyralis), P08659;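 further: potency means the concentration at half of the fitted maximal effect; plate controls were vehicle for no effect and reference inhibitor for full effect; nearly all actives have a fitted effect of over 55% in size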
Target sequence (P08659 whole entry, looked up): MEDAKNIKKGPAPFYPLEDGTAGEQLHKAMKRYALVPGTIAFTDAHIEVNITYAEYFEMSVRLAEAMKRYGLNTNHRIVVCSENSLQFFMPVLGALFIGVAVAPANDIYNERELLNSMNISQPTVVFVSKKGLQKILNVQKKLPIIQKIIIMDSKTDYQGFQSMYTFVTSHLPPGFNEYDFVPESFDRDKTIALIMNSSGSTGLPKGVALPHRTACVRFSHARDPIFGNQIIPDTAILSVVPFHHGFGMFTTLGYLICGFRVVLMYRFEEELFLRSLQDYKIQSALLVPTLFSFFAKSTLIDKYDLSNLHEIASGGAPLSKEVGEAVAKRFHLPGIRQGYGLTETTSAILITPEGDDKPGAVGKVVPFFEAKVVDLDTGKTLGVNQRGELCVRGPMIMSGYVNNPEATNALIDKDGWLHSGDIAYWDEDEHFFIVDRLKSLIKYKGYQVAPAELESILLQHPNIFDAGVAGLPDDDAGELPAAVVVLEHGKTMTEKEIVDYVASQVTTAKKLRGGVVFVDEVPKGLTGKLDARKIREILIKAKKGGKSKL
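Purified P. pyralis luciferase, 10 nM final, with Km-level 10 uM D-luciferin and 10 uM ATP in 50 mM Tris acetate pH 7.5, 10 mM Mg acetate, 0.01% Tween-20, 0.05% BSA; 6-point qHTS titration about 60 µM downward; luminescence read.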
PKM2 act – qHTS Assay for Activators of Human Muscle isoform 2 Pyruvate Kinase; purified PKM2, Kinase-Glo ATP luminescence, activation; response scale: 0% is enzyme alone, no compound; Potency, µM (doses to about 57.5 µM), inactives show top-dose activation, actives largely listed as activators; Pyruvate kinase PKM (Homo sapiens), P14618; actives 0.34% (n = 260,000); further: potency means the concentration at half of the fitted maximal effect; on the % scale 0 is the no-effect control and ±100 the full control effect; nearly all actives have a fitted effect of over 55% in size
Target sequence (P14618 whole entry, looked up, canonical isoform): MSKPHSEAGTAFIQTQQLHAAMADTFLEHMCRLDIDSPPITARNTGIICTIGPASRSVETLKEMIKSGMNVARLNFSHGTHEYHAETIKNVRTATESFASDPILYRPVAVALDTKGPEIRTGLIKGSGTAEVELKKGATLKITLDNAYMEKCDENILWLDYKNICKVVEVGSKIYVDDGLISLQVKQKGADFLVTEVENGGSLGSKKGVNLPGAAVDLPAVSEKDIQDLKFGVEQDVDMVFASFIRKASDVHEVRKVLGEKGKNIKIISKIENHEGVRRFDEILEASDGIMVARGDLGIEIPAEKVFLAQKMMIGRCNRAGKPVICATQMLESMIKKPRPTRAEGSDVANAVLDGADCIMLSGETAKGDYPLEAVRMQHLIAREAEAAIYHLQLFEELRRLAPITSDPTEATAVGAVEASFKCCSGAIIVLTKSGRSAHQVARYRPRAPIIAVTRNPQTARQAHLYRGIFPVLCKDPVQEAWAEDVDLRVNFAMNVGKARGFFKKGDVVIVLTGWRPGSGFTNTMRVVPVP
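Purified hPK-M2 (>95% pure) converted ADP (0.1 mM final) to ATP with 0.5 mM PEP in 50 mM imidazole pH7.2, KCl, MgCl2, Tween 20, BSA; 1 h at room temperature. ATP detected by Kinase-Glo luminescence.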
Active calls of the source: *; ? = inconclusive; nt = no result given; & = joins results of further samples; [ ] = another dose, or the depositor's remark. Unless noted, the call rests on the fitted dose curve; in most records, active means well fitted curve in the direction sought with a large enough effect; inconclusive means small, poorly fitted or top-dose-only effect, or another doubt; inactive means no such curve, though single readings can be large; an effect the other way counts as inactive or inconclusive. These rows are one share of the data (hit frequency here may not be typical).

SMILES	RORg inh	BRCA1 expr up	p53 reactivation	Menin-MLL TR inh	ELG1 genotox	Giardia kill	Rab9 promoter act	Gal4-VP16 FLuc	NPC1 promoter act	FLuc modulator	PKM2 act
COc1cc(OC)cc(-c2nc(-c3ccccc3OC)no2)c1	8%	42%	?	4%	8%	0	21%	-7%	9%	-15%	-19%
Cc1cc(C)c2cc(CN(Cc3nnnn3C3CCCCC3)CC3CCCO3)c(=O)[nH]c2c1 (configuration not stated)	6%	-9%	-6%	?	-6%	20	0%	-10%	-1%	-2%	-2%
COc1ccc(S(=O)(=O)Nc2ccccc2)cc1OC	13%	-3%	-5%	-4%	1%	-5	1%	-2%	0%	0%	13%
O=S(=O)(NC1CCSc2ccccc21)c1ccc(Cl)nc1 (configuration not stated)	12%	-6%	4%	20%	-3%	4	0%	22%	2%	0%	0%
Cc1ccc(C(=O)N/C(=C/C=C/c2ccccc2)C(=O)NCc2ccco2)cc1	?	13%	1%	-21%	-5%	40[activator]	-2%	-3%	-2%	-6%	3%
O=C(CSc1ccc2nnc(-c3ccccn3)n2n1)Nc1ccc(F)cc1	-5%	-2%	-7%	nt	-4%	4	3%	-1%	1%	4%	-6%
Cc1ccc(C(=O)OCC(=O)c2c[nH]c3ccccc23)cc1S(=O)(=O)N1CCOCC1	nt	-33%	-10%	nt	1%	-7	1%	nt	-2%	1%	nt
Cn1cnnc1SCCNS(=O)(=O)c1ccccc1	10%	1%	7%	4%	0%	4	-1%	-11%	-2%	2%	1%
Cc1cc(C(=O)NCc2ccccc2)no1	3%	13%	-2%	2%	2%	2	-4%	-6%	-4%	-3%	0%
O=C(O)c1cc([N+](=O)[O-])cc2c1C=Cc1ccccc1O2	-12%	-26%	2%	?	0%	-18	2%	0%	-1%	0%	nt
O=C(O)c1cc(-c2ccccc2)nc2nc(N3CCCCC3)sc12	16%	nt	7%	-12%	13%	nt	0%	-2%	-2%	17µM*	-2%
O=C(C[n+]1ccc(-c2nnc3n2CCC3)cc1)c1ccc(Cl)cc1	25%	-2%	-2%	-1%	1%	-1	-3%	-7%	-3%	7%	0%
O=C1CCC(CCC(=O)N2CCCC(C(=O)c3cccc(C(F)(F)F)c3)C2)=NN1 (configuration not stated)	26%	-3%	1%	2%	0%	-5	1%	1%	-1%	5%	0%
Cc1nc2cc(NS(=O)(=O)c3c(C)c(C)cc(C)c3C)ccc2s1	?	-59%	-5%	-25%	1%	10	-12%	11µM*	-8%	-6%	-20%
COC(=O)c1cc(OC)nc(OC)c1	-16%	1%	7%	nt	0%	-24	-1%	-4%	-2%	-2%	2%
CCOC(=O)N/C(N)=N/c1nc2ccccc2s1	?	?	?	-9%	4.1µM*	4	3.2µM*	28µM*	1.6µM*	5.4µM*	-5%
CC(NC(=O)Nc1ccc(Cl)c(Cl)c1)C(c1ccccc1)N1CCOCC1 (configuration not stated)	33%	-78%	13%	20%	-11%	-10	-6%	?	-1%	-2%	-4%
CCN1C(=O)/C(=C/N(C)c2ccccc2)OC1=S	35%	85%	13%	?	?	2	16%	0%[0.365 µM]	18%	?	-16%
CCSc1nc(-c2ccccc2)c(C#N)c(=O)[nH]1	?	-1%	15%	7%	-6%	-15	1%	2%	0%	9%	1%
COc1ccc(S(=O)(=O)NCC(=O)O)cc1C(=O)NC1CCCCC1	-3%	-12%	12%	-1%	0%	-21	-4%	-3%	0%	-7%	-12%
COc1ccc2[nH]cc(CCNC(=O)Nc3ccccc3)c2c1	5%	31%	-3%	51%[activator]	1%	-14	-1%	-12%	-6%	1%&-7%	nt
C=CCSc1nc2c(c(=O)[nH]c(=O)n2C)n1C(C)C	0%	6%	-14%	?	5%	17	-6%	3%	0%	0%	-22%
CCOC(=O)Cn1nc(-c2ccc(F)cc2)cc(Cc2ccccc2)c1=O	24%	-28%	3%	?	-2%	0	-2%	-5%	0%	5%	nt
COc1ccc2nc3c(cc2c1)c(NC(=O)CC(C)C)nn3CC(C)C	-18%	-26%	2%	13%	?	-18	-12%	-6%	1%	1%	nt
O=S(=O)(c1cnc(Cl)c(Cl)c1)N1CCN(c2ncccn2)CC1	-7%	0%	4%	nt	-3%	-12	-2%	1%	-7%	1%	-1%

Next entries.
SMILES	RORg inh	BRCA1 expr up	p53 reactivation	Menin-MLL TR inh	ELG1 genotox	Giardia kill	Rab9 promoter act	Gal4-VP16 FLuc	NPC1 promoter act	FLuc modulator	PKM2 act
Cc1ccc([N+](=O)[O-])cc1S(=O)(=O)N1CCCCC1C(=O)O (configuration not stated)	-1%	-4%	5%	6%	-1%	-1	-7%	-7%	-6%	4%	0%
COc1ccc(C2CC(=O)N3CN(Cc4ccco4)CSC3=C2C#N)cc1 (configuration not stated)	-10%	-1%	18%	?	2%	-3	-1%	3%	1%	-8%	1%
CC(=O)N[C@@H](C)c1nc2ccccc2n1CCNC(=O)[C@H]1CCCN1c1nc(CN2CCCCC2)cs1	-30%	nt	4%	-17%	0%	nt	2%	-8%	0%	0%	-2%
Cc1cccc(CSc2ncccc2C(=O)O)c1	27%	63%	?	-4%	9%	-1	-7%	8%	0%	?	3%
N#C/C(=C\c1ccc(OCc2cccc(C(=O)O)c2)cc1)C(=O)NCc1ccco1	?	-12%	1%	nt	?	6	0.1µM*	?	0.35µM*	30µM*	22%
COc1ccc(Cl)c2sc(N(Cc3cccnc3)C(C)=O)nc12	-26%	26%	4%	nt	6%	-16	-1%	-12%	-9%	2%	nt
CCOC(=O)c1cnc2c(c(C)nn2C)c1Oc1cc(Cl)cc(Cl)c1	26%	-11%	10%	nt	-11%	10	2%	8%	-2%	3%	8%
CSCCC(NC(=O)c1ccc(Cl)cc1Cl)C(=O)NNC(=O)c1ccncc1 (configuration not stated)	nt	12%	-3%	nt	1%	-2	-6%	nt	-3%	15µM*	nt
COc1ccccc1C1N(c2cc(Cl)ccc2OC)C(=O)C2CCCN21 (configuration not stated)	3%	0%	-8%	13%[11.7 µM]	0%	1	-10%	4%	-4%	2%	0%
COc1ccccc1-c1c(C)nn2c(N3CCC(C)CC3)cc(C)nc12	-19%	-24%	6%	nt	-5%	13	-3%	-2%	-11%	-5%	-1%
CCOC(=O)N1CCN(c2c(NCc3ccccn3)c(=O)c2=O)CC1	6%	-3%	5%	6%	7%	-2	-1%	0%	2%	6%	2%
c1ccc(-n2nnnc2SCc2cn3cccnc3n2)cc1	25%	4%	6%	-7%	1%	-9	-3%	-7%[0.365 µM]	8%	-1%	-8%
CCOC(=O)c1ccc(NC(=O)CCNc2c(N3CCCC3)c(=O)c2=O)cc1	1%	-6%	-1%	0%	0%	3	-1%	3%	1%	1%	-19%
Cn1c(=O)c2c(ncn2CC(=O)N2CCCc3ccccc32)n(C)c1=O	18%	0%	1%	8%	-5%	-6	3%	3%	11%	-7%	-15%
CCOc1ccc(S(=O)(=O)N2CCC(C(=O)NCCc3ccc(OC)c(OC)c3)CC2)cc1	20%	-2%	-4%	13%	-4%	-9	-10%[1.84 µM]	3%	-1%	-1%	nt
O=C1c2nccnc2C(=O)N1c1ccc(C(F)(F)F)cc1	26%	-2%	2%	-4%	1%	-9	-3%	0%	-2%	-1%	0%
CCOc1ccc2nc(COC(=O)c3cccc([N+](=O)[O-])c3)c(C(C)=O)[n+]([O-])c2c1	2%	-23%	0%	nt	1%	-2	0%	-1%	-5%	-2%	2%
OCCC1CN(Cc2ccon2)CCN1CCc1ccccc1 (configuration not stated)	-22%	-13%	2%	5%	3%	10	-3%	-6%	-2%	-2%	-1%
O=C(Nc1cc(Cl)ccc1Cl)c1noc2c1CCCC2	18%	-43%	-3%	nt	1%	-25	-2%	4%	2%	-9%	-9%
O=C(CN1CCOCC1)Nc1ccc(Br)cn1	-2%	13%	-1%	-16%	3%	19	0%	11%	0%	4%	0%
OC(COCc1ccco1)CN1CCN(C(c2ccccc2)c2ccccc2)CC1 (configuration not stated)	-31%	-34%	3%	-12%	-8%	5	-3%	1%	-2%	3%	3%
